TAAR1 agonist = human TAAR1 agonists, primary screen, Fluo-8 calcium fluorescence, CHO RD-HGA16 cells | hit rate 0.99% among 360,000 | vehicle wells 0%, saturating PEA agonist 100% | activation, % at 3 µM | Trace amine-associated receptor 1 (Homo sapiens), Q96RJ0;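 active means activation above the mean activation of all test compounds in the run plus 3 SD, cut at about 38% in these data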
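System: CHO RD-HGA16 cells carrying human TAAR1 plus Gα16; Incubation: 17-24 h seeding, 75 min 37 °C dye, 30 min RT; Measured by: Fluo-8 fluorescence, 5 s baseline then 140 s kinetic read; Control set: DMSO and PEA EC100; Replication: single well for each compound.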
CHRM1 PAM = human M1 muscarinic receptor positive allosteric modulators, primary screen, CHO-K1 cells, Fluo-8 calcium fluorescence, 1536-well; CHO-K1 hM1, ACh EC20; 0% = ACh EC20, 100% = maximal ACh; activation, % at 3 µM; Muscarinic acetylcholine receptor M1 (Homo sapiens), P11229; hit rate 0.088% among 360,000; in the data active means activation above about 19%, passing the limit was not always enough
Target sequence (P11229 whole entry, looked up): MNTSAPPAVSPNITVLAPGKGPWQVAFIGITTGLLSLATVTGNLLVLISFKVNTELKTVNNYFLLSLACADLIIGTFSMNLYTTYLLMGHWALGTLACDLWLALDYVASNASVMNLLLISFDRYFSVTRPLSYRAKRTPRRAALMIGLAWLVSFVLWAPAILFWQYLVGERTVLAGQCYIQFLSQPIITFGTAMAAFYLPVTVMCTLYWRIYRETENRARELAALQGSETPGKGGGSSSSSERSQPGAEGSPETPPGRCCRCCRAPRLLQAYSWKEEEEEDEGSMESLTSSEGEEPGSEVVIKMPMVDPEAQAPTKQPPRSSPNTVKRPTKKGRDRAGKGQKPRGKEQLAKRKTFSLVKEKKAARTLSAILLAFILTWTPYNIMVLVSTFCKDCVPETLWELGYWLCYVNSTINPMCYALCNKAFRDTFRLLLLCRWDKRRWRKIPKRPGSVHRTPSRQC
CHRM1 agonist = human M1 muscarinic receptor agonists, primary screen, Fluo-8 calcium fluorescence, CHO-K1 cells, HTS | Muscarinic acetylcholine receptor M1 (Homo sapiens), P11229 | CHO-K1 hM1, agonist mode; 0% DMSO, 100% acetylcholine EC100 | activation, % at 3 µM | hit rate 0.33% among 360,000 | AID 588814, 2011;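 active means activation above the run's mean compound activation plus 3 SD, cut at about 16% in these data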;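 further: peak over basal fluorescence ratio within a 140 s kinetic read after compound addition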
CHRM4 agonist = human M4 muscarinic receptor agonists, primary screen, CHO-K1 cells, Fluo-8 calcium fluorescence. CHO-K1 hM4/Gqi5; vehicle 0%, full acetylcholine response 100%. activation, % at 3 µM. hit rate 0.14% among 360,000. AID 624127, 2012;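 active means activation above the run mean over all test wells plus 3 SD, cut at about 32% in these data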;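 further: peak over basal fluorescence ratio per well then scaled between controls; 0% = DMSO wells and 100% = acetylcholine at EC100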
Target sequence (P08173 whole entry, looked up): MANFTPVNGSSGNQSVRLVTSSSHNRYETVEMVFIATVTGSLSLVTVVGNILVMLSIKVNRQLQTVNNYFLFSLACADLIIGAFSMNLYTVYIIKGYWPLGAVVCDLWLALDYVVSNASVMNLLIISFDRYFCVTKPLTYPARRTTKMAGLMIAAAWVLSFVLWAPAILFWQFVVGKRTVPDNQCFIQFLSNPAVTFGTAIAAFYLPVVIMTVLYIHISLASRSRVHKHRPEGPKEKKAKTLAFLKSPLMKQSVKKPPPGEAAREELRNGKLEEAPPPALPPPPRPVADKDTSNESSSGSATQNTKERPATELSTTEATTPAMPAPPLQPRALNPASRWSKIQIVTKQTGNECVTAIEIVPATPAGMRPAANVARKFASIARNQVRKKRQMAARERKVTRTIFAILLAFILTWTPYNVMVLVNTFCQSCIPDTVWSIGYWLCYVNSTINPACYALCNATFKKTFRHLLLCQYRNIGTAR
CHRM5 PAM = human M5 muscarinic receptor positive allosteric modulators, primary screen, CHO-K1 cells, Fluo-8 calcium fluorescence. hit rate 0.3% among 360,000. CHO-K1 hM5, ACh EC20 PAM; 0% = ACh EC20, 100% = ACh EC100. activation, % at 3 µM. Muscarinic acetylcholine receptor M5 (Homo sapiens), P08912;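 active means activation above the run cutoff, the mean activation of all test compounds plus 3 SD, cut at about 18% in these data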
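system = human M5 receptor in CHO-K1 cells | reagent = EC20 acetylcholine as agonist stimulus | compound dosing = single-point, 3 µM nominal | incubation = Fluo-8 loading 80 min at 37 °C plus 30 min room temperature | detection = Fluo-8 calcium dye fluorescence, kinetic read | benchmarks = low control EC20 acetylcholine (0%), high control EC100 acetylcholine (100%)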
M1 antag = human M1 muscarinic receptor antagonists, primary screen, CHO-K1 cells, Fluo-8 calcium fluorescence, 1536-well; Muscarinic acetylcholine receptor M1 (Homo sapiens), P11229; CHO-K1 hM1, ACh EC80 antagonist; inhibition, % at 3 µM; hit rate 1.3% among 360,000; AID 588852, 2011;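 active means percent inhibition above its own plate's cutoff, namely the mean of that plate's compound wells plus 3 SD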;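 further: peak over basal fluorescence ratio during 140 s after agonist addition; 0% = ACh EC80 plus DMSO and 100% = DMSO alone without agonist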
M5 antag = human M5 muscarinic receptor antagonists, primary screen, CHO cells, Fluo-8 calcium fluorescence | inhibition, % at 3 µM | AID 624040, 2012 | hit rate 0.59% among 360,000 | CHO-hM5 cells, ACh EC80;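 active means inhibition above a per-plate cutoff, the mean of that plate's test compounds plus 3 SD, cut at about 27% in these data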;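 further: 0% = acetylcholine EC80 with DMSO and 100% = DMSO without agonist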
M4 antag = human M4 muscarinic receptor antagonists, primary screen, CHO cells, Fluo-8 calcium fluorescence; Muscarinic acetylcholine receptor M4 (Homo sapiens), P08173; CHO-hM4 cells, ACh EC80; inhibition, % at 3 µM; hit rate 0.73% among 360,000; AID 624125, 2012;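 active means inhibition above its plate's cutoff, the mean inhibition of sample wells plus 3 SD, cut at about 27% in these data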;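 further: 0% = acetylcholine EC80 with DMSO and 100% = DMSO without agonist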
CHRM5 agonist = human M5 muscarinic receptor agonists, primary screen, CHO-K1 cells, Fluo-8 calcium fluorescence; Muscarinic acetylcholine receptor M5 (Homo sapiens), P08912; CHO-K1 hM5 cells; 0% DMSO wells, 100% maximal acetylcholine response; activation, % at 3 µM; hit rate 0.19% among 360,000; AID 624037, 2012;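 active means activation above the run's mean over test compounds plus 3 SD, cut at about 23% in these data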;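 further: signal is peak over basal fluorescence ratio across the kinetic read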
* = called active by the depositor.

canonical_smiles	TAAR1 agonist	CHRM1 PAM	CHRM1 agonist	CHRM4 agonist	CHRM5 PAM	M1 antag	M5 antag	M4 antag	CHRM5 agonist
O=C(NC(=S)NCc1ccccc1)c1cccs1	-3	1	-4	-1	-2	0	22	2	-7
CCCCNc1ncnc2c1cnn2-c1ccc(Cl)cc1	-1	-2	-4	1	-5	9	-3	-1	1
CCOC(=O)C(C(=O)OCC)C1CCS(=O)(=O)C1 (stereo unspecified)	7	7	-2	0	3	-20	-11	0	3
Cn1ncc(Cl)c1C(=O)NNC(=O)Nc1cccc2ccccc12	2	3	1	2	-2	3	4	-1	2
Cc1cc(Cl)c2ccccc2n1	1	10	-2	1	-6	-14	8	-3	-1
O=C(Nc1ccc2nc(-c3ccco3)[nH]c2c1)c1cccs1	4	-4	-3	2	-10	3	-8	12	-6
O=C(CCCOc1ccccc1)Nc1nnc(C2CCCO2)s1 (stereo unspecified)	1	10	0	-1	3	-14	1	3	2
COc1ccc(CC(=O)N/N=C/c2ccc(Cl)s2)cc1OC	5	5	1	6	-1	-11	-2	-11	0
Cc1ccc(SCC(=O)Nc2ccc(C(=O)Nc3ccc(O)cc3)cc2)cc1	11	8	-7	0	7	-8	-2	0	-2
Cc1ccc(C)c(S(=O)(=O)Nc2ccc(C(=O)NCCCN3CCOCC3)cc2)c1	1	-1	-7	0	5	-1	-3	9	-4
COc1ccc(OC)c2c1CC(C)(C)NC2=O	0	3	-2	2	-8	-4	-1	5	1
NC(=O)c1cc([N+](=O)[O-])ccc1NCc1ccc(O)cc1	12	4	2	8	-14	-1	12	-8	5
COc1ccc2c(c1OC)C(=O)N(c1nccs1)C2	-3	-3	-3	1	-3	8	2	8	3
Cn1c(=O)cc(OCC(=O)NCCc2ccc(Cl)cc2)c2ccccc21	0	10	-9	2	-11	-9	12	-1	-3
O=C(CCSc1ccccn1)c1ccccc1	4	1	-10	1	-16	5	28*	8	-11
NS(=O)(=O)c1ccc(CNC(=O)Cc2ccccc2F)cc1	0	9	-3	1	5	-12	6	-3	2
CCC(C)NC(=O)Nc1ccccc1F (stereo unspecified)	-1	-1	-3	0	-6	2	7	-4	0
O=C(N/N=C1/CC2C=CCC12)c1cccs1 (stereo unspecified)	2	3	-2	0	-4	4	10	-1	-3
CC(C)=NNc1cc([N+](=O)[O-])cc2c1C(=O)N(C)S2=O (stereo unspecified)	2	7	-3	0	-2	-2	7	3	-1
COc1ccc(CCNC(=O)CCn2c(=O)c3cccn3c3ccc(F)cc32)c(OC)c1OC	6	-2	-2	11	-2	3	2	7	0
Cc1cc(C)c(C)c(OCCCCn2cnc3ccccc3c2=O)c1	9	-3	-7	-2	-3	1	6	-16	-4
CCOC(=O)c1c(-c2ccccc2Cl)csc1NC(=O)CSc1nc(C)cc(=O)[nH]1	1	1	-4	-1	5	0	0	5	-4
COC(CNC(=O)CN1C(=O)COc2ccc(S(=O)(=O)N3CCOCC3)cc21)OC	1	6	-1	0	-7	-15	4	7	-3
Clc1cccc(CN2CCSCC2)c1Cl	0	8	-3	-1	14	-17	2	-6	-4
Cc1nn(Cc2ccc(Cl)c(Cl)c2)c(C)c1NC(=O)c1cc(-c2ccc3c(c2)OCO3)on1	5	0	-3	2	-4	2	5	6	2
COc1cccc(CN2CCNC(=O)C2CC(=O)NC2Cc3ccccc3C2)c1 (stereo unspecified)	19	0	-3	1	0	2	1	8	-1
Cc1c(C(=O)NCc2ccc3c(c2)OCO3)oc2ccc(Br)cc12	-1	3	-5	-1	-6	-2	12	2	-3
NC(=O)C1CCCN1S(=O)(=O)c1ccc2ccccc2c1 (stereo unspecified)	2	9	5	1	10	-2	-9	-13	-2
Clc1ccc2nc(C3CCCCC3)c(Cc3ccccc3)n2c1	-1	-7	-7	0	-1	-8	7	4	1
O=C(CC(Nc1ccccc1)c1ccccc1)C1CC1 (stereo unspecified)	0	-1	-4	0	15	1	0	-1	-7

Retrieved by compound from above:
canonical_smiles	TAAR1 agonist	CHRM1 PAM	CHRM1 agonist	CHRM4 agonist	CHRM5 PAM	M1 antag	M5 antag	M4 antag	CHRM5 agonist
Cc1cc(C)c(C)c(OCCCCn2cnc3ccccc3c2=O)c1	9	-3	-7	-2	-3	1	6	-16	-4
CC(C)=NNc1cc([N+](=O)[O-])cc2c1C(=O)N(C)S2=O (stereo unspecified)	2	7	-3	0	-2	-2	7	3	-1

Further compounds
canonical_smiles	TAAR1 agonist	CHRM1 PAM	CHRM1 agonist	CHRM4 agonist	CHRM5 PAM	M1 antag	M5 antag	M4 antag	CHRM5 agonist
Nc1nnc(-c2ccc([N+](=O)[O-])o2)s1	0	1	-2	2	-9	-6	-2	-2	1
CCCCNC(=O)CN1C(=O)COc2ccc(S(=O)(=O)N3CCCCCC3)cc21	-1	3	-4	0	-4	-2	9	-3	-4
C/C=C/C1=CC(=O)C[C@H](c2ccc(Cl)cc2)C1	-1	-3	-3	1	-2	10	3	0	2
Cc1ccc(CSc2nnc(NC(=O)C3=COCCO3)s2)cc1	3	7	-3	0	-7	0	2	5	3
O=C(Nc1nc2c(Cl)c(Cl)ccc2s1)C1CC1	2	-6	-7	1	1	-1	-3	-9	0
CC(=O)Nc1ccc(S(=O)(=O)Nc2ccccc2C(=O)N2CCCCC2)cc1	2	9	-2	0	5	-6	3	8	0
O=C(O)c1ccc(-c2nnc(-c3cccc(Br)c3)o2)cc1	-1	1	-2	0	-6	1	14	2	-2
Cc1ccc(CNC(=O)C(=O)NCCC2CCCCN2S(=O)(=O)c2ccc(C)cc2)cc1 (stereo unspecified)	1	1	-5	2	-6	-5	10	7	-2
Cc1ccc(OCc2ccc(C(=O)O)o2)c([N+](=O)[O-])c1	8	14	-5	0	-6	-13	8	-1	-4
Cc1cccc(C)c1NC(=O)CN(C)C(=O)c1ccc(N2C(=O)CCC2=O)cc1	4	7	-3	0	-5	-14	3	0	4
CCN(CC)c1ncnc2c1ncn2[C@H]1CN(Cc2ccc3c(c2)OCO3)C[C@@H](CO)O1	0	2	-1	3	-5	-2	10	-5	1
CC(C)C(c1nnnn1Cc1ccco1)N1CCN(c2cccc(Cl)c2)CC1 (stereo unspecified)	-1	-1	-5	0	-14	-9	-8	-15	-12
O=c1c([N+](=O)[O-])cccn1Cc1ccccc1Cl	1	-10	-3	21	-18	26	11	15	4
O=C1CCc2cc(S(=O)(=O)N3CCN(c4ccccc4F)CC3)ccc2N1	2	-5	3	9	-3	2	0	3	7
Cc1ccc(S(=O)(=O)N2CCCN(c3nc4cc(C)ccc4cc3C#N)CC2)cc1	-2	1	5	5	-3	9	-4	-1	4
O=C(NCc1cccs1)c1ccc2sc(C3=C[C@@H](O)[C@@H](O)[C@@H](CO)O3)nc2c1	1	4	-2	1	3	-7	-3	0	1
CCCCCCOC(=O)c1ccc(N)cc1	2	0	-5	-1	4	-6	-2	-8	1
Cc1nc(-c2cccnc2)sc1C(=O)Nc1ccc(F)cc1F	6	6	-1	1	-2	-1	0	9	1
Cc1onc(-c2c(Cl)cccc2Cl)c1NC(=O)N1CCSCC1	3	8	-3	1	-6	-15	6	-3	1
OCCC#Cc1ccc(CN2CCN(C3CCCCC3)C(CCO)C2)cc1 (stereo unspecified)	2	-8	-11	1	1	5	-5	22	-5
CCOC(=O)C1=C(CS(=O)(=O)c2ccc(F)c(C)c2)NC(=O)NC1c1ccc(O)c(O)c1 (stereo unspecified)	0	-1	-2	0	-6	-4	7	4	1
O=C(CSc1nc2cc(Cl)ccc2s1)NCc1ccc2c(c1)OCO2	-1	11	-1	0	3	-6	3	-7	-2
CCCc1cc(C(=O)OC)c(NC(=O)CCCC(=O)O)s1	2	-3	-4	1	1	10	15	2	-3
Cc1ccn2cc(-c3cccc(NC(=O)CCC(=O)O)c3)nc2c1	1	17	-1	0	3	-23	2	-1	0
Cc1sc(NC(=O)Cn2cnnn2)nc1-c1ccc(Cl)cc1	1	9	-2	1	3	-2	2	0	3
Cn1ccnc1Sc1nnnn1-c1ccccc1	3	2	-4	0	2	-6	1	2	0
NC1=NC(=O)C2(COC(c3ccncc3)OC2)S1 (stereo unspecified)	3	9	-6	1	-5	-6	6	-5	-3
NCCC(=O)NC[C@H]1O[C@@H](n2cnc3c(N)ncnc32)[C@H](O)[C@@H]1O	0	2	0	-1	2	-11	-7	5	2
Cc1ccc(/C=C2\SC(=S)N(NS(=O)(=O)c3ccc(C)cc3)C2=O)cc1	-1	3	-4	1	-2	-10	3	6	2

Bioassay records as filed in PubChem BioAssay.

A portion of the library. The share of hits here may be higher or lower than overall.
